esBAF inh: Bmi1 luciferase reporter increase in mESCs, primary screen, esBAF inhibitor project, mouse ES cells, Bmi1 luciferase knock-in, single point; 2% of 350,000 active; 24 h; 100% = twice the neutral-well signal; reporter increase, % at 12.5 µM; in the data active means activation above about 40%;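 further: 0% = median of the plate's neutral control wells and 100% = double that signal; a rise in the Bmi1 reporter signal indicates esBAF inhibition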
FN deposit inh: inhibitors of fibronectin matrix deposition, primary screen, AH1F cells, Alexa488-fibronectin fluorescence, plate reader. AH1F fibroblasts, overnight. 0.086% of 350,000 active. AID 743247, 2014. inhibition, % at 12.6 µM;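 active means mean inhibition across replicates of 30% or more, regardless of how many single replicates reach that level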;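 further: positive control wells lacked labelled fibronectin entirely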
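Assay system: AH1F fibroblasts assembling fluorescent fibronectin matrix; Amount: 10000 AH1F cells per well; Buffer or medium: DMEM, 2% serum; Probe or stimulus: Alexa488-fibronectin, 24 nM final in well; Doses: single compound dose, delivered by pin transfer; Incubation: 1 h adhesion, overnight exposure; Measured by: fluorescence 485/525 nm; Read-out: fibronectin deposition inhibition.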
CASP6 VEID inh: human caspase-6 inhibitors, primary screen, biochemical, VEID-R110 fluorescence, single point, set 2; purified caspase-6, Z-VEID-R110 cleavage fluorescence; inhibition, % at 12.5 µM; 0.53% of 350,000 active; AID 686996, 2013;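 active means mean inhibition across replicates at least about 35%, with every replicate also reaching that limit, limit read from the data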;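 further: 0% = median of neutral control wells and 100% = no fluorescence left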
Target sequence (P55212 24-179 limits assumed): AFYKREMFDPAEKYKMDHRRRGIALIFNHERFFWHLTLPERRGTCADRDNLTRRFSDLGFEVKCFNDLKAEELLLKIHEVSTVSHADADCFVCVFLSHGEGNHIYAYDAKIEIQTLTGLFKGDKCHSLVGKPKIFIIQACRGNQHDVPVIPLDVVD
Target sequence (P55212 194-293 limits assumed): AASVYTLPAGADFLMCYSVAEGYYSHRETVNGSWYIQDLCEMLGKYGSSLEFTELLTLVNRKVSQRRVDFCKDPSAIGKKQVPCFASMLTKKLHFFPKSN
S100A4 MyoIIA: inhibitors of S100A4-myosin IIA peptide binding, primary screen, biochemical, fluorescence polarization, TAMRA-MyoIIA peptide; Protein S100-A4 (Homo sapiens), P26447; inhibition, % at 10.7 µM; 0.14% of 360,000 active; AID 652163, 2013;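 active means mean inhibition of at least 70% across replicates, with every replicate also reaching that level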
Target sequence (P26447 whole entry, looked up): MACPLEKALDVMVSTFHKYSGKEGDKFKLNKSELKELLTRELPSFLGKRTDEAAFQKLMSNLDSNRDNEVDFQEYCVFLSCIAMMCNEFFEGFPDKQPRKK
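Assay system: human S100A4 monomer with TAMRA-labelled myosin IIA peptide / Buffer or medium: Calcium-containing HEPES buffer, pH 7.2 / Reagent: TAMRA-labelled myosin IIA heavy-chain peptide probe, 5 nM / Compound: one dose per compound / Timing: polarization read 5 min after assay mix addition, stable 5–60 min / Benchmarks: neutral control DMSO, positive control TFP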
SIRT5 inh: SIRT5 desuccinylase inhibitors, primary screen, biochemical, fluorescence imaging, single point, set 5. Purified SirT5, succinyl-peptide AMC, trypsin-coupled fluorescence. inhibition, % at 15 µM. 1.1% of 330,000 active; in the data active means inhibition above about 15%
Target sequence (Q9NXA8 whole entry, looked up): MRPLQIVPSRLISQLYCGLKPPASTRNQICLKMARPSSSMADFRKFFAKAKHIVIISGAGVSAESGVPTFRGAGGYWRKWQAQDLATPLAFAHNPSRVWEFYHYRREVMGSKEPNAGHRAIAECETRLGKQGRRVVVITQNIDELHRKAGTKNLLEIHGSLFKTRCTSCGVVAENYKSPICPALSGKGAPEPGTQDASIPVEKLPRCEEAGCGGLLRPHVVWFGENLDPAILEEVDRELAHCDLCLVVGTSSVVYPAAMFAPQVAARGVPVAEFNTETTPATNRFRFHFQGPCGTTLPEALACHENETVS
Statin myotox sup: suppressors of statin myotoxicity in C2C12 myotubes, primary screen, cell-based, single point, plate reader. C2C12 myotubes + simvastatin, ATP luminescence, 48 h; scaled: DMSO 0, geranylgeraniol control 100. rescue of ATP level, % at 7.49 µM. 0.78% of 330,000 active. AID 602340, 2012;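 active means mean ATP rescue above about 67%, or every replicate alone reaching that limit, limit read from the data, passing the limit was not always enough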;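 further: myotubes were challenged with 10 µM simvastatin during compound exposure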
LGR2 antag: inhibitors of bursicon-induced LGR2 CRE-luciferase signal, primary screen, cell-based, HEK293, CRE-luciferase reporter, bursicon stimulation; AID 720647, 2013; Drosophila bursicon receptor LGR2 (rickets); bursicon-stimulated, 4 h; 0.35% of 380,000 active; inhibition, % at 9.99 µM;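 active means drop in luminescence signal, shown as inhibition above about 50% in the replicate tests, limit read from the data, passing the limit was not always enough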;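 further: agonist challenge used bursicon conditioned medium at about half maximal strength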
Active calls of the source: *; · = not tested or not shown. Some of the compounds tested; rates above refer to the full screens.

Molecule,esBAF inh,FN deposit inh,CASP6 VEID inh,S100A4 MyoIIA,SIRT5 inh,Statin myotox sup,LGR2 antag
COc1cc(OC)c2ccc(=O)oc2c1C(CCN1CCCC(C)C1)c1ccc2c(c1)OCO2 (configuration not stated),-8.0,2.9,-3.0,8.5,3.9,11.6,-13.8
COc1cccc(/C=N/N2C(=O)CSC2=S)c1O,·,-3.8,13.1,-8.3,8.1,·,-29.1
CC(=O)n1nc(-c2cccc(C)c2)nc1SCC(=O)Nc1ccccc1,-1.9,1.4,·,·,·,3.9,·
COC(=O)C1CCN(C(=O)c2ccccc2NC(C)=O)CC1,-7.1,-12.1,·,·,·,5.2,·
CC(Sc1ncccn1)C(=O)NC1(C#N)CCCCC1 (configuration not stated),5.9,-1.8,-0.4,-18.3,-1.2,12.3,-7.7
CCN(C(=O)CSc1nc2ccccc2o1)C1CCS(=O)(=O)C1 (configuration not stated),21.0,-4.0,-21.0,-2.4,-9.7,-3.4,-12.3
O=C(c1cccc(F)c1)N1C[C@H]2[C@@H](c3ccccc31)[C@H](CO)N2C(=O)C1CCCC1,-6.8,4.7,1.4,4.6,6.5,-10.6,7.7
CC1(c2nnc(-c3ccccc3)o2)CC(c2ccncc2)=NO1 (configuration not stated),1.5,0.2,0.8,0.4,1.8,2.1,-4.4
O=C1NC(c2ccccc2)Cc2ccncc21 (configuration not stated),-6.3,3.0,0.8,-3.8,-8.5,6.5,-3.2
C=CC[C@H](CC(=O)NCCO)C(=O)N[C@@H](COC(=O)[C@@H](CC=C)Cc1ccc(F)cc1)Cc1ccccc1,3.8,-13.4,-2.5,-3.7,·,2.9,-2.3
CN1CCN(C(=O)/C(C#N)=C/c2ccc(F)cc2)CC1,·,10.5,-4.0,-0.7,0.0,·,-15.1
O=C(c1c[nH]c2ccc(F)cc2c1=O)N1CCCCCC1,-7.8,·,-11.3,-4.0,3.3,2.7,7.6
O=C(NCc1ccncc1)c1cncc(Br)c1,·,-6.1,-1.7,0.6,7.3,·,21.5
CCCN1C[C@H](C)[C@@H](OC)CN(C)C(=O)c2ccc(NC(=O)c3cccc(F)c3)cc2OC[C@H]1C,-0.6,5.7,-0.2,0.5,7.6,2.5,-1.6
C[C@@H]1CN([C@H](C)CO)C(=O)Cc2cc(NS(=O)(=O)c3cccs3)ccc2O[C@@H]1CN(C)Cc1ccncc1,-0.1,·,·,·,·,20.9,-2.8
COc1cc2[nH]c(=O)n(CCCCCC(=O)N3CCN(c4ccccc4)CC3)c(=O)c2cc1OC,2.7,17.8,·,·,·,-0.9,·
C[C@H]1C(=O)N(C)CCN1C(=O)c1cccc(OC2CCN(CC(C)(C)C)CC2)c1,3.7,-3.1,-0.3,0.9,2.8,-2.9,6.7
CN(C)C(=O)C[C@@H]1C[C@H]2c3cc(NS(=O)(=O)c4ccccc4)ccc3O[C@H]2[C@H](CO)O1,2.7,2.5,-0.3,16.2,-1.3,-7.1,5.0
Cc1cc(N2CCOCC2)nc2ccc(NC(=O)CCC(=O)N3CCN(c4ccc(F)cc4)CC3)cc12,13.5,4.9,5.4,-1.6,-7.2,-15.3,22.0
COC(=O)c1ccc(Oc2ccc3nncn3n2)cc1,-6.5,-2.7,·,·,·,0.6,·
CCOc1cc(-c2nc(C)c(C(C)=O)n2O)ccc1OCC(=O)Nc1cccc(C)c1,4.2,·,-1.8,20.9,-6.3,-6.5,-4.6
Cc1nn(-c2ccccn2)c2c1C(=O)CC(C)(C)C2Br (configuration not stated),-43.4,-20.8,-3.5,-4.1,-28.8,-17.2,0.1
Cc1ccc(C)c(-n2cc(CN3CCCN(C=O)CC3)c(-c3ccccc3)n2)c1,5.3,7.6,-3.8,0.3,2.3,-4.2,-19.4
Cc1cc(C(=O)N2CCCC(Nc3ccc(C(C)C)cc3)C2)nn1C (configuration not stated),-0.5,2.7,1.3,-2.3,-2.1,-14.2,-7.8

In the list so far, 2 contain an NH in an aromatic ring:
Molecule,esBAF inh,FN deposit inh,CASP6 VEID inh,S100A4 MyoIIA,SIRT5 inh,Statin myotox sup,LGR2 antag
O=C(c1c[nH]c2ccc(F)cc2c1=O)N1CCCCCC1,-7.8,·,-11.3,-4.0,3.3,2.7,7.6
COc1cc2[nH]c(=O)n(CCCCCC(=O)N3CCN(c4ccccc4)CC3)c(=O)c2cc1OC,2.7,17.8,·,·,·,-0.9,·

Going on with the list.
Molecule,esBAF inh,FN deposit inh,CASP6 VEID inh,S100A4 MyoIIA,SIRT5 inh,Statin myotox sup,LGR2 antag
CN(C)S(=O)(=O)c1ccc(NC(=O)CCNC(=O)c2ccco2)cc1,-1.1,-1.2,-3.5,-2.9,13.0,-6.4,6.1
Cc1ccc(Nc2c(-c3ccc(C)o3)nc3cnccn23)cc1,30.9,7.9,0.0,-11.3,1.6,2.7,·
Cc1ccc(/C=N/Nc2cc(C)nc(N3CCOCC3)n2)cc1,·,5.9,0.1,0.0,1.8,·,-3.2
CC(C(=O)N1CCc2ccccc21)N1CCN(S(=O)(=O)c2cccs2)CC1 (configuration not stated),10.1,4.8,4.1,0.1,-2.5,1.4,-5.2
COc1ccc(C2NC(c3ccc(OC)cc3)C([N+](=O)[O-])C(C)(C)C2[N+](=O)[O-])cc1 (configuration not stated),·,-4.3,-2.2,15.4,2.9,·,4.5
CCCNC(=O)C[C@@H]1CC[C@H]2[C@@H](COc3ccc(NS(=O)(=O)CC)cc3C(=O)N2C)O1,-6.1,-3.4,-2.5,0.2,-1.3,-11.7,-1.4
COc1ccc(-c2sc3ccccc3c2-c2ccc(OCCN3CCOCC3)cc2)cc1,-7.7,10.5,-2.5,-2.1,-13.0,-7.6,29.0
O=C(NCc1ccccc1F)C1CCCN1S(=O)(=O)c1ccc(Cl)cc1 (configuration not stated),-3.8,2.6,2.1,15.9,-6.9,5.5,3.8
Cc1cc(NC(=O)CSc2nc3ccsc3c(=O)n2CCCCC(=O)O)no1,-9.1,·,2.0,1.6,-2.1,2.2,-3.6
COCC(Cc1ccccc1)NC(=O)Cn1cc(C)c(=O)[nH]c1=O (configuration not stated),-3.8,2.4,1.5,33.2,-2.4,9.1,-0.3
CC(C)(Oc1ccc(Cl)cc1)C(=O)O,-1.6,-10.8,2.1,17.8,-5.0,2.2,-8.1
C[C@@H]1CN([C@H](C)CO)C(=O)c2ccccc2-c2ccccc2CO[C@@H]1CN(C)Cc1ccc(Oc2ccccc2)cc1,·,17.4,-2.2,-1.3,5.6,·,2.5
Cc1ccc(C(=O)OCc2nnc(-c3ccccc3)o2)cc1S(=O)(=O)N1CCOCC1,·,5.6,1.3,-2.0,-6.1,-0.6,-16.6
CCOc1cc(/C=N/NC(=O)COc2ccc(C)cc2)ccc1OC(=O)c1cccs1,-2.9,·,·,·,·,-0.3,-4.8
CC(C)CNC(=O)CSc1nc2scc(-c3ccccc3)c2c(=O)[nH]1,·,-8.3,-2.6,-1.6,-0.1,·,10.4
Cc1nn(C(C)C(=O)O)c(=O)c2ccccc12 (configuration not stated),-1.3,6.5,-3.6,3.9,-6.2,3.6,24.7
N#Cc1ccc(-c2ccc3c(c2)[C@H]2[C@H](CCN2Cc2cncnc2)[C@H](CO)N3)cc1,3.5,12.9,·,·,·,33.3,13.8
CCc1cc(C(=O)N2CCCC(Nc3ccc(F)c(F)c3)C2)n(C)n1 (configuration not stated),12.1,5.0,1.7,4.4,-0.2,1.5,-0.2
O=C(CCS(=O)(=O)c1ccccc1)NCc1ccccc1,-0.2,1.3,-3.5,-1.3,0.2,-8.2,-10.4
CCC(C)(C)n1nnnc1C(c1cc(OC)ccc1OC)N1CCN(Cc2ccccc2)CC1 (configuration not stated),-1.8,-4.4,-0.9,-0.4,-1.0,-9.7,4.5
O=[N+]([O-])c1cccc(CNC2CCCCCC2)c1,5.9,6.4,-0.1,2.0,-2.6,-12.8,4.0
Cc1cccc(NS(=O)(=O)c2nnc(NC(=O)c3ccc(C)c(C)c3)s2)c1,5.8,0.9,6.0,4.8,-2.0,1.6,-12.1
O=C(COC(=O)C1CC1)Nc1nc(-c2ccc(F)c(F)c2)cs1,20.9,7.5,0.9,-0.2,-2.8,4.1,-26.9
CCOc1ccc(CNC(=O)C2Cc3cc(S(=O)(=O)N4CCCC4)ccc3N2C(C)=O)cc1 (configuration not stated),-1.9,23.0,-7.4,-8.1,-1.1,22.8,-1.8

Whole records as entered above. Order of screens: esBAF inh	FN deposit inh	CASP6 VEID inh	S100A4 MyoIIA	SIRT5 inh	Statin myotox sup	LGR2 antag
Cc1cccc(NS(=O)(=O)c2nnc(NC(=O)c3ccc(C)c(C)c3)s2)c1 in the list: 5.8	0.9	6.0	4.8	-2.0	1.6	-12.1
CC(C)CNC(=O)CSc1nc2scc(-c3ccccc3)c2c(=O)[nH]1 in the list: ·	-8.3	-2.6	-1.6	-0.1	·	10.4

(continued)
Molecule,esBAF inh,FN deposit inh,CASP6 VEID inh,S100A4 MyoIIA,SIRT5 inh,Statin myotox sup,LGR2 antag
CS(=O)(=O)N(CC(=O)NCCSCc1ccco1)c1ccc(Cl)cc1,-11.1,7.5,-0.5,-3.4,0.5,11.4,12.2
O=C1/C(=C\c2ccc(C(F)(F)F)cc2)CSc2sccc21,11.5,0.5,1.9,0.8,-0.6,-2.6,-17.1
Cc1ccc(N2C(=O)C(Cl)=C(N3CCOCC3)C2=O)c(C)c1,-0.3,-0.9,2.0,-15.2,0.9,3.7,10.1
C[C@H](O)C#Cc1ccc([C@H]2[C@H](CO)N3CCCCN(S(=O)(=O)Cc4ccccc4)C[C@@H]23)cc1,-1.4,·,1.0,-12.2,2.0,1.9,4.6
Cc1cccc(Nc2nnc(C)c(=O)n2N)c1,-4.9,·,-2.3,-4.6,0.5,8.0,4.1
CN(C)c1ccc(C(=O)N2CCN(c3cc(C(F)(F)F)nc4ccccc34)CC2)cc1,0.9,4.8,3.6,4.9,0.5,-8.6,-8.7
Cc1ccc(C(=O)N/C(=C/c2ccccc2F)C(=O)NCCCn2ccnc2)cc1,-7.5,-7.9,-9.6,-3.5,-2.7,-4.8,1.6
C[C@@H]1CN([C@H](C)CO)C(=O)c2cccc(NC(=O)C3CCCCC3)c2O[C@H]1CN(C)CC1CCCCC1,1.5,·,-1.0,0.2,3.3,2.1,11.3
CN1CCC(N(C)S(=O)(=O)c2ccc(NC(=O)c3ccc(S(=O)(=O)N(C)C)cc3)cc2)CC1,3.6,-23.3,-11.8,-7.3,-3.6,2.2,-1.3

Compound activity: PubChem BioAssay, Broad Institute
